Screening results (PubChem BioAssay)
Rpn11 block = Rpn11 (human) deubiquitinase inhibition; O00487; human 26S proteasome, Ub4-pepOG fluorescence polarization; 20S core pre-blocked with epoxomicin; calls only at 20 µM; actives 0.59% (n = 360,000);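 active = inhibition at 20 µM, scaled to each plate's controls, above about 33%, limit read from the data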
Neddylation inh = inhibitors of human cullin neddylation; P61081+Q13564; TR-FRET cullin neddylation, biochemical; calls only at 25 µM; actives 0.58% (n = 360,000); in the data active = inhibition above about 36%
SKN-1 inh = inhibitors of C. elegans SKN-1; inhibition, % at 21.8 µM; C. elegans VP596 Pgst-4::GFP/RFP ratio, acrylamide-induced, 24 h; actives 0.49% (n = 360,000);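 active = interference check ratio from 0.5 to 1.5 plus GFP to RFP signal ratio inhibition reaching or exceeding a fixed threshold, cut at about 30% in these data, passing the limit was not always enough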; note: some compounds called inactive have numbers as strong as hits
MT1-MMP act inh = MT1-MMP (human) activation inhibition. HT1080 RFP-PRO-GFP cells, GFP/RFP ratio fluorescence, overnight; percent of plate control window, DMSO zero. GFP/RFP ratio change, % at 20 µM. actives 0.061% (n = 360,000);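 active = GFP/RFP ratio change of at least 30% with cell ATP level not reduced by more than half and red fluorescence within 50% of control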; note: strong numbers were not always called active
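Compound: 20 µM single dose, 1% DMSO / System: HT1080 RFP-PRO-GFP cells / Controls: DMSO and RFP-L50D-GFP cell wells / Read-out basis: GFP/RFP fluorescence ratio / Schedule: overnight compound exposure at 37 °C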
FAS-TE inh = FAS thioesterase (human) inhibition; recombinant FAS-TE, OMFH fluorogenic substrate, fluorescence endpoint; inhibition, % at 15 µM; actives 0.67% (n = 360,000); AID 602261;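 active = compounds whose normalised, plate-corrected inhibition of enzyme fluorescence in the single-dose primary screen is 50% or more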;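 note: 0% = DMSO with enzyme and 100% = substrate without enzyme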
Rin1-Abl PPI inh = blocks binding of human Rin1 to Abl. inhibition, % at 7.35 µM. TR-FRET Rin1/Abl binding, biochemical. P00519+Q13671. actives 0.4% (n = 360,000). AID 588664; in the data active = inhibition above about 5%, passing the limit was not always enough
MLLE-PAM2 inh = blocks PAM2 peptide binding to the PABP1 MLLE domain; GST-MLLE / FITC-PAM2 fluorescence polarization; inhibition, % at 20 µM; actives 0.36% (n = 360,000); in the data active = inhibition above about 35%, passing the limit was not always enough;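 note: plate controls were DMSO wells with GST-MLLE for no effect and wells lacking GST-MLLE protein for full effect; some results filed as inactive read as strong as hits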
NadD block = blocks S. aureus nicotinate mononucleotide adenylyltransferase | AID 602399 | inhibition, % at 20 µM | purified NadD enzyme, colorimetric absorbance read-out | actives 0.78% (n = 360,000); in the data active = inhibition above about 26%; note: some compounds past the cut are filed as inactive
CSN inh = CSN deneddylation inhibition; Purified CSN, SCF-Nedd8-OG deneddylation, fluorescence polarization; AID 651999; actives 0.38% (n = 360,000); Q92905; inhibition, % at 12.5 µM;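 active = pattern-corrected inhibition above about 35%, with an unprinted fluorescence ratio check between 0.5 and 1.5, limit read from the data, passing the limit was not always enough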;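 note: 0% = enzyme with substrate and 100% = substrate without enzyme; some results filed as inactive read as strong as hits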
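Test system: purified human Csn5 enzyme expressed in HEK293T cells. Amount: 0.24 nM enzyme. Reagent: SCFSkp2-Nedd8OG substrate at 10 nM final. Schedule: 90 min incubation of compound, enzyme and substrate at room temperature. Detection: fluorescence polarization. Read-out: % inhibition of substrate cleavage by Csn5.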
An asterisk follows results filed as active; i = inactive; · = no result given; & = joins results of further samples.

structure	Rpn11 block	Neddylation inh	SKN-1 inh	MT1-MMP act inh	FAS-TE inh	Rin1-Abl PPI inh	MLLE-PAM2 inh	NadD block	CSN inh
O=C(N/N=C\c1cccc(Cl)c1)c1ccc(Cn2cccn2)o1	i	i	14	-1	-9	-4	-1	-4	2
CN(C)CCCOc1ccc(Cl)cc1Br	i	i	4	2	-3	-4	8	-13	-5
CCSc1nnc(-c2ccccc2SC)o1	i	i	12	-2	3	-33	-90	-4	-14
NC(=O)Cc1ccc(C(=O)c2ccc(F)cc2)s1	i	i	6	4	-4	0	19	-5	-3
Nc1c(C(=O)O)ccc2c1C(=O)c1ccccc1C2=O	i	i	61	31	0	-3	13	5	6
COc1ccc(NC2=NCC(=O)N2Cc2cccs2)cc1	i	i	-1	0	-1	-2	2	-11	2
CCN(CC(=O)Nc1ccc(Br)cc1F)CC(=O)NC1CCS(=O)(=O)C1 (stereo not drawn)	i	i	14	-2	-7	2	-9	-2	-3
Cn1nnnc1Sc1ncnc2scc(-c3ccc(C(F)(F)F)cc3)c12	i	i	25	-2	24	4	0	-7	4
CCCCCOc1ccc(OC(=O)c2ccncc2)cc1	i	i	1	3	13	0	-8	3	-1
COCCC(=O)N1CCC(Oc2ccc(C(=O)N3CCCCC3COC)cc2)CC1 (stereo not drawn)	i	i	9	0	-6	4	-13	-3	-2
NC(=O)c1ncn([C@@H]2O[C@H](CNC(=O)[C@H](N)CSCc3ccccc3)[C@@H](O)[C@H]2O)n1	i	i	-7	3	-10	1	5	2	-4
CCOC(=O)Cc1cc(=O)n(-c2nc3ccccc3s2)[nH]1	i	i	3	2	-7	2	-12	2	13
S=C(NCCN1CCOCC1)Nc1ccc(Nc2ccccc2)cc1	i	i	1	-2	-4	2	6	-3	-3
O=C(Nc1cccc(C(F)(F)F)c1)C(=O)N1CCCCC1	i	i	7	8	-6	1	-9	4	-5
CCC(C)(C(=O)NC1CCCC1)N(CC1CCCO1)C(=O)CNC(=O)c1ccccc1 (stereo not drawn)	i	i	-17	-3	-8	2	-1	2	4
CC(C)(C)NC(=O)CSC(=Nc1ccc(F)cc1)NC#N	i	i	-12	-25	-2	1	23	6	1
CCOC(=O)C1(Cc2cccc(F)c2)CCN(Cc2cnn(CC)c2C)CC1	i	i	-5	5	-2	1	6	-3	-1
CCOC(=O)C1CCN(C(=O)c2c(-c3c(Cl)cccc3Cl)noc2C)CC1	i	i	-14	-5	-5	2	-1	-4	2
CCCNC(=O)c1ccc(COc2ccc(C(C)(C)C)cc2)o1	i	i	-3	-3	-13	-1	-17	-6	-1
COc1ccc(C(=O)NCc2nnc(SCC(=O)NC3CCCCC3)n2C)cc1	i	i	5	-3	0	3	-71	4	-1
CCOc1ccc(C2C(C(=O)NC)=C(C)Nc3nc4ccccc4n32)cc1OC (stereo not drawn)	i	i	39	5	2	0	1	2	-3
COCCN(C(=S)Nc1ccccc1OC)C1CCN(C(C)=O)CC1	i	i	3	6	-7	3	-14	-3	-6
CCOc1ccccc1N=Cc1c(O)n(C)c(=O)n(C)c1=O	i	i	-3	1	-2	2	1	-1	0
Fc1ccccc1CSc1ncnc2c1oc1ccccc12	i	i	1	-1	26	-156	4	-10	-2
O=C(Nc1ccccc1)c1cc(C2CCCCN2C(=O)CCCc2ccccc2)on1 (stereo not drawn)	i	i	13	-6	14	3	-2	-2	-1
Cn1cnnc1SCCCN1C(=O)c2cccc3cccc(c23)C1=O	i	i	2	-5	-13	-5	-3	0	4
CCOC(=O)NC(=O)c1cn(C(CC)CO)c(=O)[nH]c1=O (stereo not drawn)	i	i	2	2	-4	0	17	1	1
O=C1OCCN1C(=O)[C@H]1[C@H](c2ccc(Cl)cc2)C(c2ccc(F)cc2)=NN1c1ccc(Br)cc1	i	·	-20	1	88*	3	8	18	0
O=C(/C=C/c1cccc([N+](=O)[O-])c1)OCC(=O)N1CCCCC1	i	i	-19	-2	1	2	-15	0	3
O=C(Cc1ccccc1)NCc1ccncc1	i	i	2	3	2	0	-9	-4	1
CCN(CC)S(=O)(=O)c1ccc2c(c1)nc(CCC(=O)OCC(=O)Nc1c(F)cccc1F)n2C	i	i	8	3	-10	0	18	-1	-4
C/C(=N\S(=O)(=O)c1ccc(C)cc1)Nc1cc(C(C)C)c(O)cc1C	i	i	6	3	4	-1	11	-4	1
COc1ccccc1S(=O)(=O)Nc1cccc(S(=O)(=O)N2CCCC2)c1	i	i	12	0	-1	4	12	2	-1
O=C(N/N=C/C1CC=CCC1)c1ccc(O)cc1O (stereo not drawn)	i	i	3	-3	-12	2	4	-5	1
CSCc1cc(C(=O)NCCN2CCOCC2)c(N)s1	·	i	5	4	·	·	·	·	5
CCN(Cc1ccccc1)C(c1cc2cc(C)ccc2[nH]c1=O)c1nnnn1CCOC (stereo not drawn)	i	i	17	-2	-9	-4	9	3	6
CNC(=O)c1ccc(-c2sc3nc(N4CCOCC4)c4c(c3c2N)CCCC4)o1	i	·	8	0	6	4	8	5	14
CC(=O)c1ccc(Nc2nc(C(N)c3ccccc3Cl)cs2)cc1 (stereo not drawn)	i	·	15	-6	-2	-6	-19	-5	2
Cc1ccc(NC(=S)NC(=O)c2ccc(Br)o2)c(C)c1	i	i	6	0	4	5	37	-3	-3
Cc1cc(C)cc(-n2ccnc2SCC(=O)Nc2ccc3c(c2)OCCO3)c1	i	i	-9	5	14	-1	-26	-6	-2
O=C(c1ccc(Cl)cc1)c1coc2ccc(O)cc12	i	i	-13	-8	3	1	3	-7	3
O=C(CSc1nc2ccccc2c(=O)n1-c1ccccc1Cl)NCC1CCCO1 (stereo not drawn)	i	i	2	1	-3	1	-40	0	-2
CCN(c1ccccc1)P(=O)(Nc1ccccc1)Nc1ccccc1	i	i	0	2	-6	-1	-4	-4	1
CN=c1oc2ccc(Cl)cc2cc1C(N)=O	i	i	1	0	-7	-1	-2	5	1
O=C(O)CC1(CC(=O)NCc2ccc(-c3cccs3)cc2)CCCCC1	i	i	-3	3	-4	0	6	-5	-3
COc1ccc(CCN2CC(C(=O)Nc3ccccc3F)CC2=O)cc1OC (stereo not drawn)	i	i	-2	3	-2	1	-10	7	1
COc1ccc(CN(C(=O)c2cccs2)c2nccs2)cc1OC	i	i	9	2	-2	-3	4	-3	-1
CCOC(=O)C1OC2(CCCC2)OC1C(=O)OCC (stereo not drawn)	i	i	8	2	-8	0	9	0	2
CCc1nc2c(OCc3cc(Cl)cc(Cl)c3)cccn2c1N(C)C(=O)c1ccc(C)cc1	i	i	3	-2	17	1	-11	12	-4
CC(C)(O)C#Cc1ccc(C(=O)NC2CCCCC2)s1	i	i	-10	6	-8	1	-1	1	-1
COc1cc(Cl)cc(C=O)c1OCC(=O)O	i	i	9	0	-5	2	4	-2	-1
Cc1sc(NC(=O)COc2cccc(-n3cnnn3)c2)c(C#N)c1C	i	i	-6	8	0	-1	-3	-3	0
C[C@H]1CN([C@@H](C)CO)C(=O)c2cc(NC(=O)C3CCCCC3)ccc2O[C@H]1CN(C)S(=O)(=O)c1ccccc1	i	i	11	-6	-4	4	7	2	3
COc1cccc(OC)c1OCCCCN1CCCCC1	i	i	14	-4	-7	1	-4	2	-1
COc1ccc(CC(=O)OCC(=O)Nc2ccc(Cl)cn2)cc1	i	i	8	1	-2	0	-10	-3	-1
c1ccc(-c2nc3nc4ccccc4nc3n2Cc2ccco2)cc1	i	i	2	-7	4	1	13	-3	-2
COc1ccc(NC(=O)C2Cc3cccc(OC)c3O/C2=N\O)cc1 (stereo not drawn)	i	i	14	3	-4	0	1	-6	1
COc1cc(OCc2ccccc2)c2c(CCC(=O)O)cc(=O)oc2c1	i	·	-4	1	2	3	-16	-2	-5
COc1ccc(C2C(C(N)=O)=C(C)Nc3nc(CCCO)nn32)cc1OC (stereo not drawn)	i	i	-9	-2	-1	-2	-4	-5	1
CC1CNCCN1S(=O)(=O)c1cccc2cnccc12 (stereo not drawn)	i	i	-14&-7	-15&-19	5&-2	-5&0	7&17	0&1	3&2

More entries
structure	Rpn11 block	Neddylation inh	SKN-1 inh	MT1-MMP act inh	FAS-TE inh	Rin1-Abl PPI inh	MLLE-PAM2 inh	NadD block	CSN inh
O=C(c1ccco1)N1CCN(C(=O)c2snc3ccc(Cl)cc23)CC1	i	i	-6	3	-1	-1	23	-3	8
CCOC(=O)[C@]12CCCC=C1N(CCC1=CCCCC1)C(=O)[C@H](CC(=O)N1CCOCC1)C2	·	i	6	0	·	·	·	·	4
Nn1c(SCC(=O)Nc2ccccc2)nnc1C1CCCCC1	i	i	0	4	-7	0	6	-2	-2
Cc1cc(C(=O)Nc2ccc(Cl)cc2)n(-c2ccccc2)n1	i	i	7	-3	7	2	-10	-9	0
COC(=O)c1ccc(CNC(=O)COC(=O)/C=C/c2ccc(O)c(OC)c2)cc1	i	i	6	4	0	0	-13	0	4
